Source: PubChem (several laboratories)
PvdQ inh = blocks Pseudomonas aeruginosa PvdQ acylase activity; purified PvdQ acylase, fluorescence plate reader; inhibition, % at 10 µM; hit rate 0.063% among 340,000; AID 488965; in the data active = inhibition above about 30%, passing the limit was not always enough; inconclusive = no clear call, values can overlap the other calls;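 also: 0% = vehicle neutral wells and 100% = reference inhibitor wells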
CDK5 inh = CDK5/p35 (human) kinase inhibition; Q00535+Q15078; Recombinant CDK5/p35, ADP-Glo luminescence, 60 min; inhibition, % at 10 µM; hit rate 0.01% among 330,000;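 active = highest replicate inhibition of at least 50% and at least 75% of replicates reaching 50%; inconclusive = only one of the two criteria met; inactive = both criteria failed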;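 also: plate controls were DMSO neutral control for no effect and GW8510 at 10 µM for full effect; many of its hits are not listed in these tables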
RTF Ca sens act = cardiac RTF calcium sensitization; AID 493008; hit rate 0.24% among 340,000; IANBD-labeled TnC RTF fluorescence at EC20 calcium; 0% EC20 calcium, 100% full calcium; activation, % at 7.2 µM;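 active = activation above the mean over all tested compounds plus 3 SD, cut at about 30% in these data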;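 also: rise in fluorescence read as greater calcium sensitivity of cardiac thin filaments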
MITF act = increases MITF-driven TRPM1 promoter luciferase signal | SK-MEL-5 TRPM1-promoter luciferase, 24 h; % of positive control, neutral wells = 0 | activation, % at 12.5 µM | hit rate 0.75% among 300,000;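 active = mean activation of at least 80% with every replicate also reaching 80%; inconclusive = mean reaches 80% but some replicate falls short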;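 also: 0% = neutral control wells and 100% = parthenolide positive control wells; values of inactives mirror those of a sister screen read the other way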
SR-BI HDL uptake = inhibitors of mouse SR-BI mediated HDL lipid uptake; Q61009; ldlA[mSR-BI] CHO cells, DiI-HDL uptake fluorescence, 3 h; hit rate 0.96% among 320,000; inhibition, % at 12.5 µM;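 active = mean replicate inhibition of at least 70% and a set share of replicates each scoring 70 or more; inconclusive = meets just one of the two criteria; inactive = fails both criteria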;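 also: 0% = median of neutral control wells and 100% = median of positive control wells; values of inactives mirror those of a sister screen read the other way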
Target sequence (Q61009 whole entry, looked up): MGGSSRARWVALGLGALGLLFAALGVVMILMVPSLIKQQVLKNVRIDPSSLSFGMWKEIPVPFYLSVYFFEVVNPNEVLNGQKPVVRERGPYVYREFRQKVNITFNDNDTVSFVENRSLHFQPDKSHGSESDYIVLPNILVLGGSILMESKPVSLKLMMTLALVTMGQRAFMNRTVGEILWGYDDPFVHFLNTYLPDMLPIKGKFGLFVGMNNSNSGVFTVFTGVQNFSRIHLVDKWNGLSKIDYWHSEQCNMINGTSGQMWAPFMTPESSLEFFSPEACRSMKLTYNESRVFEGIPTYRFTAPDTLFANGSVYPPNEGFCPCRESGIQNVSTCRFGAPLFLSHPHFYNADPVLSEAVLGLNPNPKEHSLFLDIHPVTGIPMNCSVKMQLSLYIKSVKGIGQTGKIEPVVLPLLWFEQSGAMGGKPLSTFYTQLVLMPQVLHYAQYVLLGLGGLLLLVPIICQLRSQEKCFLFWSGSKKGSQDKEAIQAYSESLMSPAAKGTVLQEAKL
HTR5A ag ctr = counter-screen for OPRM1-OPRD1 agonists: human HTR5A agonism; P47898; HTR5A agonist assay, luminescence, cell-based; activation, % at 9.3 µM; hit rate 0.61% among 340,000; in the data active = activation mostly above about 9.5%, no sharp cut-off; inactive = mostly below about 7.6%;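 also: 0% = cells with vehicle only and 100% = reference agonist; strong numbers were not always called active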
Target sequence (P47898 whole entry, looked up): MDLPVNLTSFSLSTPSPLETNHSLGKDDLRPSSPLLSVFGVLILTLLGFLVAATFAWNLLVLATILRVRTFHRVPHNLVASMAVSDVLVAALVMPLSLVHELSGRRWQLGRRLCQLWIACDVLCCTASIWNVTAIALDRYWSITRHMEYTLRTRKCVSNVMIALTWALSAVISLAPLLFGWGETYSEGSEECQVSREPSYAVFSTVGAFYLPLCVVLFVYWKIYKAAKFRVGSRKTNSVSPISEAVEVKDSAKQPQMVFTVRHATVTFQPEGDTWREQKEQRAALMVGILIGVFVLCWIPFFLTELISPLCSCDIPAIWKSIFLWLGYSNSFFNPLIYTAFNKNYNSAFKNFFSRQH
dFosB act = enhances mouse delta FosB homodimer DNA binding | hit rate 0.99% among 340,000 | purified delta FosB, TAMRA-CDK5 oligo fluorescence polarization; percent of positive-control signal above neutral wells | P13346 | activation, % at 25 µM | AID 493131;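 active = mean activation above about 17%, with every replicate also reaching it, limit read from the data, passing the limit was not always enough; inconclusive = only one of the two conditions met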;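 also: fluorescence polarization rise as delta FosB binds a TAMRA Cdk5 AP-1 oligo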
SR-BI uptake up = activators of SR-BI mediated HDL lipid uptake | hit rate 0.096% among 320,000 | CHO ldlA[mSR-BI] cells, DiI-HDL uptake fluorescence, 3 h; 100 = double the neutral-control signal | activation, % at 12.5 µM;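 active = mean replicate activation of at least 60% and every replicate at or above 60%; inconclusive = mean or all-replicate condition met, but not both; inactive = mean below 60% and not all replicates reaching 60%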;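 also: 0% = median plate neutral-control signal and 100% = twice that signal; values of inactives mirror those of a sister screen read the other way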
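Assay system: CHO ldlA[mSR-BI] cells, LDL receptor-null, SR-BI overexpressing; medium: Ham's F12 with 0.5% BSA, HEPES 25 mM, pH 7.4; also added: DiI-HDL 10 µg/mL; timing: 3 h uptake period with compound, 37 °C; signal: DiI fluorescence, bottom read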
Wnt bcat act = Wnt/beta-catenin pathway activation; AID 743398; Wnt/beta-catenin reporter cell assay, activator, plate reader; hit rate 1.2% among 300,000; activation, % at 9.35 µM; in the data active = activation above about 30%, passing the limit was not always enough; inconclusive = no clear call, values can overlap the other calls;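 also: 0% = neutral control wells and 100% = positive control wells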
Rtt109 HAT inh = inhibitors of Candida albicans Rtt109/Vps75 histone acetyltransferase. Q5AAJ8. purified Rtt109/Vps75, ThioGlo CoA-SH fluorescence, 4 h. inhibition, % at 34.9 µM. hit rate 0.16% among 330,000. AID 540336;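 active = inhibition of at least 50% in every replicate; inconclusive = best replicate reaches 50% inhibition but some replicates fall short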
The depositor's hits bear a star; ? = inconclusive; nt = not tested or not shown.

SMILES	PvdQ inh	CDK5 inh	RTF Ca sens act	MITF act	SR-BI HDL uptake	HTR5A ag ctr	dFosB act	SR-BI uptake up	Wnt bcat act	Rtt109 HAT inh
CN(C)S(=O)(=O)c1ccc(Cl)c(C(=O)NC2CCN(Cc3ccccc3)C2)c1 (stereo not drawn)	3	0.6	-5	-1	nt	3	-2	nt	-2	-7
COCCCNC(=O)c1sc2ncn(CC(=O)Nc3ccc(C)c(Cl)c3)c(=O)c2c1C	-8	0.1	0	-2	16	2	-1	-16	-1	-10
O=C(CN1CCN(c2ccccc2O)CC1)NC(=O)NC1CCCC1	7	1.3	2	-12	-1	5	0	1	1	2
O=C1NC(=Nc2ccccc2)S/C1=C\c1cccn1-c1ccccc1	0	0.5	-2	21	19	1	12	-19	nt	-1
CCOC(=O)C1=CN(C(C)C)CCC1=O	9	11	-3	-6	-26	-4	5	26	-1	-9
N#Cc1ccc(CSc2nnc(-c3cccc(S(=O)(=O)N4CCCCC4)c3)o2)cc1	-15	0.9	-1	10	-7	0	-6	7	-2	0
Cc1nn(CC(=O)NCC(C)c2ccccc2)c(=O)c2cccn12 (stereo not drawn)	-9	-1.0	2	4	-31	-3	4	31	0	-4
CC(O)[C@H]1CNC(=O)C(=O)N1CCc1cccc2ccccc12 (stereo partly drawn)	-9	-0.4	0	8	-15	-2	0	15	-3	-2
CN(C)c1ccc(CNC(=O)CN(C)S(=O)(=O)c2cccc3cccnc23)cc1	1	2.4	6	-16	7	2	-9	-7	-4	-1
O=C(CNC(=O)/C=C/c1ccco1)N=Nc1c(O)[nH]c2ccccc12	1	0.1	-5	-2	2	-2	-21	nt	-2	-3
O=C(Nc1ccc2nc3n(c(=O)c2c1)CCCCC3)C(=O)N1CCN(c2ccccc2)CC1	-6	-0.1	7	nt	21	-4	-9	-21	-3	2
CCOc1ccc(N2C(=O)CC(NCC3CCCO3)C2=O)cc1 (stereo not drawn)	11	1.5	2	-6	-22	-5	-3	22	?	nt
CCc1ccccc1NC(=O)c1ccc([N+](=O)[O-])s1	5	-1.8	0	-32	-6	1	3	6	4	12
COc1ccc(Br)cc1S(=O)(=O)n1ccnc1C	-5	-1.3	5	-5	1	-2	-4	-1	nt	nt
O=C(NNS(=O)(=O)c1ccc(F)cc1)c1ccc([N+](=O)[O-])cc1	2	0.0	0	0	11	2	-3	-11	nt	-8
Cc1c(-c2ccccc2)c(P(=O)(N2CCOCC2)N2CCOCC2)c2ccccn12	0	3.2	7	-1	-35	5	-1	35	-2	-5
O=C(c1cccc(F)c1)N1CCCc2ccccc21	-5	-3.2	-1	-17	12	6	-1	-12	-1	0
COc1ccc(C(=O)c2ccc(N(C)C)cc2)c(OC)c1	0	1.5	-3	8	-8	-1	-2	8	-7	12
COc1ccc(-c2nc(-n3c(C)c(C(C)=O)c(C(C)=O)c3C)sc2C)cc1	-13	-1.6	1	nt	68	2	-2	-68	-6	4
O=C(CCCn1nnc2ccccc2c1=O)N[C@H](C(=O)O)c1ccccc1	-26	-3.1	-3	-6	nt	8	-7	nt	-1	-9
COc1ccccc1CN(Cc1cc2cc(C)ccc2[nH]c1=O)Cc1nnnn1CC1CCCO1 (stereo not drawn)	1	-1.1	-7	-6	-12	7	-7	12	-9	-5
Cc1ccc(S(=O)(=O)N2CCN(C(=O)CCn3cncn3)CC2)cc1C	-5	-1.1	11	nt	nt	4	0	nt	-2	-20
NC(=S)N/N=C1\CCOc2ccc(F)cc21	0	2.2	-3	-14	63	2	-1	-63	-1	12
COc1ccc(OC(=O)c2ccc(OC)c(S(=O)(=O)N3CCOCC3)c2)cc1	-17	0.6	-1	-1	17	-2	-9	-17	3	-8
O=C(CCN1CCOCC1)N/N=C/c1cc([N+](=O)[O-])ccc1OC(F)F	-15	-2.6	8	-5	16	2	0	-16	-1	-2
CCOC(=O)C1=NN(N=O)C2(CC(=O)N(c3cc(C)cc(C)c3)C2=O)C1 (stereo not drawn)	6	0.1	6	17	-2	0	-6	2	-2	6
CCCc1cc(C(=O)N2CCCC(C(=O)c3cc(C)c(OC)c(C)c3)C2)n(C)n1 (stereo not drawn)	-15	-3.5	2	2	15	5	-7	-15	4	-4
NC(=O)c1nn(-c2ccccc2)nc1NC(=O)CN1CCCC1	-9	-1.1	-2	-5	-11	4	-9	11	0	5
COC(=O)C1=C(NC(=O)c2ccccc2[N+](=O)[O-])CCS1	-2	0.1	1	-2	10	-3	1	-10	-1	-6
Cc1ccc(-n2nnnc2SCC(=O)Nc2ccc3c(c2)COC3=O)cc1C	-8	-1.5	5	-6	-16	3	54*	16	nt	-2
O=C(CSc1nc2ccccc2o1)Nc1ccc(N2CCOCC2)c(Cl)c1	-7	-1.3	6	21	-8	3	-3	8	nt	4
COc1ccc2[nH]c3c(c2c1)CCN1C(=O)C(CC(=O)NC/C=C(\C)CCC=C(C)C)C[C@H](C(=O)N(C(C)C)C(C)C)[C@@]31C (stereo partly drawn)	-17	0.7	2	-9	26	2	-11	-26	6	-9
COC(=O)C1CCN(C(=O)COC(=O)/C=C/c2ccc(O)c(OC)c2)CC1	-2	-1.3	6	3	5	3	-10	-5	0	4
Cc1ccc(C)c(NC(=O)c2cc(S(=O)(=O)N3CCCCC3)ccc2N2CCOCC2)c1	-18	-0.9	5	-4	-12	-2	-9	12	-5	6
COC(=O)c1ccc(NC(=O)c2cccc(N3C(=O)CCC3=O)c2)cc1	-7	0.5	-5	9	-14	1	-7	14	-1	-7
CCOc1cccc(CN2CCCC(N3CCN(c4cccc(Cl)c4)CC3)C2)c1O (stereo not drawn)	0	0.5	5	4	29	3	2	-29	-5	16
COCCNC(=O)NC1(C(F)(F)F)Oc2ccc(Cl)cc2O1 (stereo not drawn)	-7	0.1	9	nt	-11	0	-4	11	nt	-2
Cc1c(C(=O)OCc2ccc(F)cc2)sc2nc3n(c(=O)c12)CCC3	3	-0.2	-8	53	-3	0	-17	3	-1	9
Cc1ccc(SCc2c(C(=O)N/N=C/c3ccc4c(c3)OCO4)nnn2-c2nonc2N)cc1	-17	0.2	-5	4	6	-2	52*	-6	-1	-11
COc1ccc2c(c1)c(-c1csc(N)n1)c(C)n2C	-1	-0.6	6	nt	17	0	-2	-17	-1	-4
O=C(O)c1ccc(NC(=S)NCc2ccccc2)cc1	-11	0.4	4	7	4	2	-5	-4	-2	14
COCc1c(C(=O)OC)nnn1-c1ccccc1	0	-0.1	5	-5	-9	-2	-3	9	-1	-3
O=C(CSc1cccc[n+]1[O-])Nc1cccc(S(=O)(=O)NC2=NCCCCC2)c1	-4	-0.2	1	-5	10	3	3	-10	-1	nt
Cc1cccc(-n2c(SCC(=O)N3CCN(c4ccccn4)CC3)nnc2N2CCOCC2)c1	-5	-0.4	-4	-1	3	2	-14	-3	0	-4
CCC(=O)Nc1ccc(NC(=O)c2cccc3ccccc23)cc1	-17	0.2	0	nt	-6	-1	2	6	-1	-3
COc1ccc(CN2CCN(Cc3ccc(Br)cc3)CC2)c(OC)c1OC	-20	-1.0	1	-4	0	1	-10	0	-1	4
Cc1ccc(Oc2ncccc2NC(=O)CC2(CC(=O)O)CCCC2)c2c1CCC2	-15	-1.1	4	-3	-11	0	-3	11	2	5
O=C(Cn1ncc2c3ccccc3n(Cc3ccccc3)c2c1=O)NC1CCCC1	-7	0.9	6	-2	-7	1	-3	7	-2	3
Cc1ccc(S(=O)(=O)CCC(=O)NCCN2C(=O)S/C(=C/c3ccc(F)cc3)C2=O)cc1	-6	0.2	-4	18	19	5	-13	-19	9	1
O=C(Cn1cnc2c(nnn2-c2ccccc2)c1=O)NCC1CCCO1 (stereo not drawn)	0	1.1	1	-10	-19	-3	0	19	8	6

Additional structures follow:
SMILES	PvdQ inh	CDK5 inh	RTF Ca sens act	MITF act	SR-BI HDL uptake	HTR5A ag ctr	dFosB act	SR-BI uptake up	Wnt bcat act	Rtt109 HAT inh
CC(C)C[C@@H](CN1CCCC1CN1C(=S)NC[C@@H]1Cc1ccc(O)cc1)N1C[C@H](Cc2ccc(O)cc2)N(CCc2ccccc2)C1=S (stereo partly drawn)	10	1.1	-8	-33	-177	0	?	177*	-7	-9
Cc1cc(NC(=O)CCN2CCN(C/C=C/c3ccccc3)CC2)ccc1Br	-8	0.2	6	-10	nt	4	11	nt	-1	-9
CCOC(=O)CCc1c(C)nc2cc(C3CCCN(C(=O)OC(C)(C)C)C3)[nH]n2c1=O (stereo not drawn)	-14	-0.6	3	-7	-25	4	-4	25	nt	12
COc1ccc(C)cc1-n1nnnc1SCC1CCCO1 (stereo not drawn)	-14	-0.9	-2	-6	8	0	1	-8	nt	2
Cc1ccc2c(c1)N(CCC(=O)NCc1cccnc1)C(=O)CO2	-6	0.5	0	nt	-9	0	3	9	nt	-11
Cc1cc(SCC(=O)OC(C)C(=O)N(C)c2ccccc2)nc2ccccc12 (stereo not drawn)	5	1.2	0	7	25	-2	-7	-25	0	8
CC1CCC(NC(=O)CCN2C(=O)C3CC=CCC3C2=O)CC1 (stereo not drawn)	-9	-0.7	-4	-1	-12	12	6	12	4	-9
COc1cc(NC(=S)NCc2cccnc2)cc(OC)c1	-17	-1.9	-3	5	-39	-2	-2	39	0	nt
Cc1cc(OCCOCCNC(C)C)cc(C)c1Cl	-32	-1.4	5	8	5	-4	-6	-5	nt	0
Cc1ccc(S(=O)(=O)N2CCC(C(=O)OCC(=O)Nc3cc(S(C)(=O)=O)ccc3Cl)CC2)cc1C	-20	0.1	0	2	-1	-1	-4	1	1	8
O=C(NCc1ccc2c(c1)OCO2)c1ccc(S(=O)(=O)N2CCCCC2)cc1	-2	0.1	-1	nt	25	1	16	-25	7	nt
COC(=O)c1ccc2c(=O)[nH]c(CN3c4ccccc4CC3C)nc2c1 (stereo not drawn)	-17	1.7	2	-14	-1	-5	-9	1	-14	-3
COc1cccc(-c2c(C(=O)N/N=C/c3ccc(C)o3)nnn2-c2nonc2N)c1	3	0.4	-3	3	46	0	-3	-46	0	2
CCn1cnc2cc(NC(=O)c3ccco3)ccc21	2	-0.4	2	37	-18	1	7	18	18	-4
CCN(CC)CCN(C(=O)CCS(=O)(=O)c1ccccc1)c1nc2cc(C)cc(C)c2s1	-3	-2.2	5	-10	-26	0	43*	26	1	12
O=S(=O)(NCC(Nc1ccc(Cl)cc1)c1ccccc1)c1ccccc1 (stereo not drawn)	-6	-0.2	5	-3	nt	7	-5	nt	-15	-4

Random excerpt: 2 records from the list
SMILES	PvdQ inh	CDK5 inh	RTF Ca sens act	MITF act	SR-BI HDL uptake	HTR5A ag ctr	dFosB act	SR-BI uptake up	Wnt bcat act	Rtt109 HAT inh
COc1ccc(OC(=O)c2ccc(OC)c(S(=O)(=O)N3CCOCC3)c2)cc1	-17	0.6	-1	-1	17	-2	-9	-17	3	-8
NC(=O)c1nn(-c2ccccc2)nc1NC(=O)CN1CCCC1	-9	-1.1	-2	-5	-11	4	-9	11	0	5

Hits appear at their usual frequency, and some 4.4% of all compounds hit somewhere here.
